# Bioassay records (PubChem)
# Shiga inhibitor – Shiga toxin inhibition | hit rate 9.2% among 290,000 | inhibition, % at 38.7 µM | Vero cells, Shiga toxin protein synthesis inhibition reporter; in the data active = inhibition mostly above about 28%, no sharp cut-off; inactive = mostly below about 43%; note: 0% is about no effect
# FBPA Giardia inh – inhibitors of Giardia lamblia fructose-1,6-bisphosphate aldolase. A8B2U2. purified Giardia FBPA. Potency, µM (top dose mostly 59.6 µM), for inactives: top-dose activity, negative = inhibition, actives largely listed as inhibitors. hit rate 0.71% among 290,000. AID 2451; note: potency is the fitted concentration of half-maximal effect; % is set by controls: 0 for no effect and ±100 for the full control effect; nearly all actives have a fitted effect of over 55% in size
# Target sequence (A8B2U2 whole entry, looked up): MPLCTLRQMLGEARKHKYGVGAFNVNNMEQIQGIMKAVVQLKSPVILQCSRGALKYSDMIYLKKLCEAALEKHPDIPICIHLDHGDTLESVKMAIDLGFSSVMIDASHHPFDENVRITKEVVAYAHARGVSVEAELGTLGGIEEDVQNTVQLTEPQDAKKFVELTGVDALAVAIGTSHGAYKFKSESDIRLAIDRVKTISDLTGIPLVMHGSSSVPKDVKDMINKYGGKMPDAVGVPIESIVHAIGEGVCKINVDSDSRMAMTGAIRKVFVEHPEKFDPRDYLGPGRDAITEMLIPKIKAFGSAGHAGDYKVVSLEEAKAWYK
#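 40 nM FBPA preincubated 10 min at RT with compound (up to 57.5 uM final), then substrate plus GAPDH/TPI/NAD/arsenate coupling and diaphorase/resazurin added. Fluorescence read after 20 min at RT, 525/598 nm.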
# Pf growth 48h – P. falciparum growth inhibition at 48 hours (one generation) | P. falciparum luciferase growth in erythrocytes, 48 h | Potency, µM (top dose mostly 28.7 µM), inactives show at the highest dose activity change, negative = inhibition, hits mostly inhibitors | hit rate 5.9% among 310,000; note: potency is the fitted concentration of half-maximal effect; % is set by controls: 0 for no effect and ±100 for the full control effect
#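 Cell-based growth assay: transgenic P. falciparum expressing firefly luciferase, cultured in red cells within RPMI 1640 containing 0.5% w/v Albumax, 24 mM bicarbonate and gentamycin. A drop in luciferase activity indicates inhibition.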
# Pf growth 96h – P. falciparum growth inhibition at 96 hours. P. falciparum luciferase reporter growth, 96 h. Potency, µM (series often up to 28.7 µM), inactives show at the highest dose activity change, negative = inhibition, usual class: inhibitors. AID 504834. hit rate 6.9% among 320,000; note: potency is the fitted concentration of half-maximal effect; % is set by controls: 0 for no effect and ±100 for the full control effect
#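 96 h incubation, 37 C, 5% CO2, of luciferase-reporter P. falciparum-infected RBCs (2% hematocrit, 0.05% parasitemia final) with test compounds; endpoint luminescence.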
# CHX counter – counter-screen for Shiga toxin inhibitors: cycloheximide protein synthesis inhibition; cell reporter, cycloheximide protein synthesis inhibition counterscreen; max response, %; hit rate 12% among 300,000; in the data active = max response mostly above about 13%, no sharp cut-off; inactive = mostly below about 14%; note: read at 38.3 µM for the half of the compounds with a filed dose; 0% is about no effect
# Sm TGR inh – S. mansoni TGR enzyme inhibition; Q962Y6; purified TGR, DTNB reduction, TNB absorbance 405 nm; Potency, µM (titrated, usually from 114 µM), inactives show at the top dose activity change, negative = inhibition, most hits filed as inhibitors; hit rate 3% among 360,000; AID 485364; note: potency is the fitted concentration of half-maximal effect; % is set by controls: 0 for no effect and ±100 for the full control effect; nearly all actives have a fitted effect of over 60% in size
#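 TGR 20 nM + NADPH 100 uM (dispensed conc.), cpd preinc 15 min RT; start with NADPH (500 uM addition) then DTNB (15 mM addition). Kinetic TNB absorbance, 405 nm filter. Four-parameter Hill fit across titration.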
# * = called active by the depositor; ? = inconclusive; . = no result given; [ ] = dose if it differs, or a comment. Unless noted, calls come from the whole dose curve; as a rule, active = well fitted curve in the direction sought with a large enough effect; inconclusive = small, poorly fitted or top-dose-only effect, or another doubt; inactive = no such curve, though single readings can be large; an effect the other way counts as inactive or inconclusive.
SMILES,Shiga inhibitor,FBPA Giardia inh,Pf growth 48h,Pf growth 96h,CHX counter,Sm TGR inh
O=C(CCN1CCN(CC(=O)Nc2ccccc2F)CC1)Nc1ccccc1F,6,-16%,-2%,?,-2,13%
COC(=O)c1ccc(CSc2cc(C)c3ccccc3n2)o1,31,-19%,0%,2%,11,14%
c1ccc(C(c2nnnn2Cc2cccs2)N2CCN(C3CCCC3)CC2)cc1 (configuration not stated),-8,-8%,?,-16%[5.75 µM],1,-28%
CCOC(=O)N1CCC(N2Cc3cccc(C(=O)N4CCN(c5cccc(Cl)c5)CC4)c3C2=O)CC1,-11,10%,-13%,?,-6,-5%
CCCOc1cccc(-c2nn(-c3ccccc3)cc2/C=C(\C#N)C(=O)NCCCn2ccnc2)c1,-2,10%,2.1µM*,10µM*,-4,7%
Cc1ccc2cccc(S(=O)(=O)Nc3ccc4c(c3)OCO4)c2n1,-2,?,-4%,0%,-2,-5%
CC(C)Cc1nc2ccccc2[nH]1,-7,1%,0%,6%,-3,-11%
CCCn1c(N)c(C(=O)COC(=O)CCS(=O)(=O)c2ccc(C)cc2)c(=O)[nH]c1=O,-10,.,6%,12%,-2,-23%
COc1ccc(C(=O)CSc2nnc(-c3cccs3)n2-c2ccccc2)cc1,26,7%,.,-4%,-5,-18%
CCSc1nnc(NC(=O)/C=C/c2ccc3c(c2)OCO3)s1,3,20%,-26%,19%,0,-12%
COc1ccc(C2CC(O)(C(C)(C)O)NO2)cc1 (configuration not stated),69,1%,30%[activator],-2%,22,-9%
Cc1nc2ccc(C(=O)NCc3ccc4c(c3)OCO4)cc2s1,40,0%,22%,-26%,15,-3%
Cc1ccc(CCNC(=O)c2cc(-c3ccncc3)nc3ccc(S(=O)(=O)N4CCOCC4)cc23)cc1,-14,7%,?,-26%,5,5%
COc1ccc(C(=O)NCC(=O)N/N=C/c2c(C)[nH]c3ccccc23)cc1OC,-6,-22%,-20%,?,-1,7%
Cc1ccc(NC(=O)c2cc(NC(=O)C3CC=CCC3C(=O)O)ccc2N2CCOCC2)cc1Cl (configuration not stated),-24,3%,4%,.,-2,5%
COC(=O)c1ccc(OCCOc2ccccc2)cc1,59*,2%,.,69%[activator],22*,-2%
CN1CCN(c2ncnc3sc(-c4ccccc4)cc23)CC1,-4,0%,?,45%[activator],9,9%
CCOC(=O)C1CCCN(C(=O)c2cc3cc(Br)ccc3oc2=O)C1 (configuration not stated),-12,11%,27%,?,2,-11%
CCOC(=O)c1[nH]c2ccc(OC)cc2c1NC(=S)N1CCN(c2ccccc2)CC1,13,-6%,?,-21%,14,-7%
CCn1c(O)c(N=NC(=O)CNc2cccc(C)c2)c2ccccc21,-7,-11%,-21%,-1%,-1,-8%
COc1ccc(NC(=O)C2CCCN2C(=O)OCc2ccccc2)c(OC)c1 (configuration not stated),12,-1%,11%,-1%,-2,-1%
CC(=O)N1CCN(S(=O)(=O)c2ccc(C)cc2)C1c1ccc(N(C)C)cc1 (configuration not stated),-6,-8%,.,-14%,-3,14%[11.4 µM]
CN1CCN(C(CNS(=O)(=O)c2ccc(Br)cc2)c2ccc3c(c2)OCO3)CC1 (configuration not stated),.,.,?,?,.,5%
CCOCCCn1c(=S)[nH]c2cc(C(=O)NCCN(CC)CC)ccc2c1=O,27,1%,?,?,-4,5%
O=C(CNc1cc(S(=O)(=O)N2CCCC2)ccc1OCC(F)(F)F)Nc1ccc(SC(F)F)cc1,53,-8%,?,?,21*,4%
COc1ccc(N=C2S/C(=C\c3cccs3)C(=O)N2CC(C)C)cc1,-18,0%,?,3.7µM*,-4,6%
O=c1c(CO)cc(CO)cc(CO)c1O,-19,?,?,12%,2,0%
CC1(C)NC(=O)N(CCCOc2ccccc2Br)C1=O,21,-3%,.,28%,13,-21%
CCOc1c(Cl)cc(/C=N/O)cc1OC,60,-7%,2%,.,5,-2%
O=C1/C(=C/c2ccc(O)c(O)c2)SC(=S)N1Nc1ccccc1,31,?,?,147%[activator],11,-25%
CCc1ccc(/C=N/Nc2nn[nH]n2)cc1,-3,?,7%,-16%,-2,-10%
COc1ccc(/C=C2\CCn3c2nc2ccccc2c3=O)cc1OC,21,6%,209%[activator],131%[activator],28*,7%
COc1cc(C(=O)N(c2ccc(C)c(C)c2)C2C=CS(=O)(=O)C2)cc(OC)c1OC (configuration not stated),-6,6%,-8%,31%[1.15 µM],-7,4%
NC(=O)C1CCN(Cc2nc3ccccc3c(=O)[nH]2)CC1,5,-20%,11%,.,-1,1%
COC(=O)c1ccc(/C=N\NC(=O)CC(=O)NCCc2ccccc2)cc1,8,5%,13%,47%[activator],-3,.
CCCc1cc(=O)oc2cc(C)cc(OCC(=O)N3CCC(C(=O)O)CC3)c12,-7,-17%,-1%,36%[activator],-2,3%
CCOC(=O)c1sc(Nc2nc(C)cc(C)n2)nc1C,-3,2%,?,?,2,9%
COC(=O)C1=C(C)NC(=O)CC1c1cccc(Cl)c1Cl (configuration not stated),-9,-2%,5.2µM*,?,-6,-4%
CCOc1ccc2[nH]c(=O)c(CN(CCOC)C(=O)N3CCOCC3)cc2c1,-13,-6%,7%,-8%,1,4%
Cc1noc(C)c1COc1ccc(C(=O)NNC(=O)c2ccccc2O)cc1,.,.,0%,?,.,1%
O=C(CNC(=O)c1cccnc1)N/N=C/c1cc(Br)c(O)c(Br)c1,-4,-19%,23%,45%[activator],-2,-12%
Oc1cccc(C(O)CNCc2ccc(OCc3ccc(Cl)cc3Cl)cc2)c1 (configuration not stated),21,0%,?,0%,13,12%
Cc1ccc(OCc2nnc(NC(=O)c3ccco3)s2)cc1,-19,-1%,.,5%,-2,-23%
CCOC(=O)N1CCN(C(=O)C2CCN(Cc3cccc(OCc4ccccc4)c3)CC2)CC1,-8,-5%,5%,4.7µM*,-2,0%
CC(C(=O)O)N1CCCCC1 (configuration not stated),-4,-8%,?,0%,0,8%
C[C@H](NC(=O)N1CCn2c1nc1ccccc12)C(=O)NCCc1ccccc1,2,.,-18%,-19%,-2,1%
Cc1ccnc(NC(=O)c2ccc([N+](=O)[O-])s2)c1,85*,-6%,?,7.4µM*,60*,-45%
O=S(=O)(Nc1cc2nc3ccccc3nc2n1Cc1ccccc1)c1ccc(Cl)cc1,13,?,1.3µM*,0.83µM*,0,-17%
CCOC(=O)c1[nH]c(C)c(CN(Cc2ccco2)C(=O)C(F)(F)F)c1C,-5,5%,10µM*,1%,-3,-9%
Cc1nn(C)c(C)c1N1C(=O)c2cccc3c(N)ccc(c23)C1=O,-2,-1%,-18%,?,-4,-15%
Clc1ccc(-c2n[nH]c3c2CCC3)c(Cl)c1,9,5%,8%,46%[activator],-2,-28%
COc1ccccc1NC(=O)CN1CCN(c2ccccc2)CC1,-2,-3%,-20%,?,-2,.
CC1(C)CC(NC(=S)NCc2ccc3c(c2)OCO3)CC(C)(C)N1,-8,?,?,1%,12,-8%
COc1ccc(-c2noc(C3CCCN(C(=O)c4cccc(C)c4)C3)n2)cc1 (configuration not stated),.,6%,-15%,34%[activator],-3,-1%
CCCn1c(SCC(=O)Nc2cc(Cl)ccc2Cl)n[nH]c1=O,-2,-4%,?,1.2µM*,-1,8%
O=S(=O)(Nc1nc2ccccc2nc1NCC1CCCO1)c1ccc(F)cc1 (configuration not stated),2,3%,-9%,-4%,-1,-13%
CC(C)Cn1c(N)c(C(=O)COC(=O)c2ccc3ccccc3n2)c(=O)n(C)c1=O,56,1%,-17%,4.1µM*,0,-1%
COc1cccc(N(C(=O)CCl)C(C(=O)NCCc2ccccc2)c2cccs2)c1 (configuration not stated),-15,2%,12µM*,9.3µM*,-2,10µM*
Cc1ccc(C(=O)c2ccccc2C(=O)OCC(=O)NCCc2ccc(Cl)cc2Cl)cc1,-15,-6%,-4%,?,1,-15%
Cc1c(C(=O)NCCN2CCOCC2)oc2ccccc12,12,3%,32%[activator],83%[activator],3,-19%
# More structures:
SMILES,Shiga inhibitor,FBPA Giardia inh,Pf growth 48h,Pf growth 96h,CHX counter,Sm TGR inh
O=C(CCCn1cnc([N+](=O)[O-])n1)Nc1cc(Cl)ccc1O,40,-10%,12%,32%[activator],-5,-2%
COc1cccc(NC(=O)CN(C)C(=O)CC(C)c2ccccc2)c1 (configuration not stated),-25,.,-2%,?,7,3%
O=[N+]([O-])c1ccccc1OCCCn1cnc2ccccc21,54*,?,32%[activator],2.3µM*,34*,0%
CC1CC(=O)N(CC(=O)NCc2ccccc2)c2ccccc2S1(=O)=O (configuration not stated),-9,12%,6%,-10%,-1,-6%
COc1ccccc1-c1nc(-c2cccc(C)c2)no1,122*,0%,421%[activator],?,46*,0%
Cc1cc(=O)n2c(nc3ccccc32)[nH]1,12,-16%,?,?,-3,-10%
Cc1cccnc1NC(=O)C(C)N1C(=O)c2ccccc2C1=O (configuration not stated),5,6%,14%,13%,4,10%
COc1ccc(C2CC(c3cccs3)=NN2C(=O)CSc2nc3ccccc3s2)cc1 (configuration not stated),-18,0%,?,?,-8,0%
c1ccc2c(CNC3CCCCC3)c[nH]c2c1,-10,-3%,.,13µM*,-4,3%
CCOc1cc(CNc2ccc(O)cc2)ccc1OCc1ccc(Cl)cc1Cl,51*,16µM*,?,?,26*,?
Cc1ccnc(NS(=O)(=O)c2cccc3nsnc23)c1,-7,-1%,?,-11%,-2,2%
Cc1cc(C)c(S(=O)(=O)NCc2ccccn2)c(C)c1,2,1%,6%,0%,1,-7%

# Compound profiles, as listed above. Values in the order: Shiga inhibitor	FBPA Giardia inh	Pf growth 48h	Pf growth 96h	CHX counter	Sm TGR inh
# Cc1ccnc(NS(=O)(=O)c2cccc3nsnc23)c1 in the list: -7	-1%	?	-11%	-2	2%
# Cc1cc(=O)n2c(nc3ccccc32)[nH]1 in the list: 12	-16%	?	?	-3	-10%

# Three compounds drawn at random from the list so far:
SMILES,Shiga inhibitor,FBPA Giardia inh,Pf growth 48h,Pf growth 96h,CHX counter,Sm TGR inh
c1ccc2c(CNC3CCCCC3)c[nH]c2c1,-10,-3%,.,13µM*,-4,3%
O=C(CCCn1cnc([N+](=O)[O-])n1)Nc1cc(Cl)ccc1O,40,-10%,12%,32%[activator],-5,-2%
COc1ccc(C2CC(c3cccs3)=NN2C(=O)CSc2nc3ccccc3s2)cc1 (configuration not stated),-18,0%,?,?,-8,0%

# (cont.)
SMILES,Shiga inhibitor,FBPA Giardia inh,Pf growth 48h,Pf growth 96h,CHX counter,Sm TGR inh
Cc1ccc([N+](=O)[O-])cc1NC(=S)NC(=O)c1ccco1,9,-8%,22%,13%,-2,-27%
Cc1ccc(S(=O)(=O)NC2=NCN(Cc3cccnc3)CN2)cc1,-32,3%,12%,-14%,-2,0%
Cc1cc(C)cc(NC(=O)CN2CCC(NC(=O)c3cccc(F)c3)CC2)c1,34,0%,-17%,2%,-1,-6%
Cc1ccc(-n2ncc3c(NNC(=O)c4cccs4)ncnc32)cc1,24,4%,19%,?,7,4%
COc1ccccc1NC(=O)Cc1nc(CCl)cs1,-14,-15%,-19%,-6%,-3,?
CCOc1ccccc1NC(=S)NC(=O)CCCOc1ccc(Cl)cc1Cl,-16,-8%,.,-29%,-3,0%
CN(CC(=O)Nc1ccc(N2CCOCC2)cc1)C(=O)CCc1ccccc1Cl,.,.,?,-11%,.,35µM*
Cc1nnc(C)n1/N=C/c1cccnc1,-12,0%,-13%,.,-3,-2%
COc1ccccc1NC(=O)CCN1CCN(C)CC1,7,1%,66%[activator],53%[activator],7,-3%
OC(COCCOc1ccc(Br)cc1)CN1CCN(Cc2ccccc2)CC1 (configuration not stated),-2,-10%,-14%,?,-1,1%
CCS(=O)(=O)c1nc(S(=O)(=O)c2ccc(C)cc2)c(N2CCC3(CC2)OCCO3)s1,-1,.,-13%,31%[activator],8,-6%
O=C(c1ccncc1)N1CCN(C2CCCCC2)CC1,15,?,8%,374%[activator],-5,0%
